Compound activity: PubChem BioAssay, The Scripps Research Institute Molecular Screening Center
M1 PAM: human M1 muscarinic receptor positive allosteric modulators, primary screen, CHO-K1 cells, Fluo-8 calcium fluorescence, 1536-well; Muscarinic acetylcholine receptor M1 (Homo sapiens), P11229; CHO-K1 hM1, ACh EC20; 0% = ACh EC20, 100% = maximal ACh; activation, % at 3 µM; 360,000 compounds, 0.088% hits; AID 588819, 2011; in the data active = activation above about 19%, passing the limit was not always enough
Target sequence (P11229 whole entry, looked up): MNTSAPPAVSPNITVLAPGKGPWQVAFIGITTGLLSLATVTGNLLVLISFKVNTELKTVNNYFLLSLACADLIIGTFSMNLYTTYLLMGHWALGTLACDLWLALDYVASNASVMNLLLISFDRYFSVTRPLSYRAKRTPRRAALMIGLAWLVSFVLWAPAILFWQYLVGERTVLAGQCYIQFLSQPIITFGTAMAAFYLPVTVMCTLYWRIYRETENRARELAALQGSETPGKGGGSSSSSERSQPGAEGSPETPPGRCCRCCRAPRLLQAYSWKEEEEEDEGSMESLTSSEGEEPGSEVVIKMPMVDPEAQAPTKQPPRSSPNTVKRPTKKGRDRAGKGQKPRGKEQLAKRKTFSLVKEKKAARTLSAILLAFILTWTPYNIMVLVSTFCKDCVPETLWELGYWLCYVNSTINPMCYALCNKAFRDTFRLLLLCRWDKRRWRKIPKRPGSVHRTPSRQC
CHRM4 antagonist: human M4 muscarinic receptor antagonists, primary screen, CHO cells, Fluo-8 calcium fluorescence; Muscarinic acetylcholine receptor M4 (Homo sapiens), P08173; CHO-hM4 cells, ACh EC80; inhibition, % at 3 µM; 360,000 compounds, 0.73% hits; AID 624125, 2012;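 active = inhibition above its plate's cutoff, the mean inhibition of sample wells plus 3 SD, cut at about 27% in these data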;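 also: 0% = acetylcholine EC80 with DMSO and 100% = DMSO without agonist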
Target sequence (P08173 whole entry, looked up): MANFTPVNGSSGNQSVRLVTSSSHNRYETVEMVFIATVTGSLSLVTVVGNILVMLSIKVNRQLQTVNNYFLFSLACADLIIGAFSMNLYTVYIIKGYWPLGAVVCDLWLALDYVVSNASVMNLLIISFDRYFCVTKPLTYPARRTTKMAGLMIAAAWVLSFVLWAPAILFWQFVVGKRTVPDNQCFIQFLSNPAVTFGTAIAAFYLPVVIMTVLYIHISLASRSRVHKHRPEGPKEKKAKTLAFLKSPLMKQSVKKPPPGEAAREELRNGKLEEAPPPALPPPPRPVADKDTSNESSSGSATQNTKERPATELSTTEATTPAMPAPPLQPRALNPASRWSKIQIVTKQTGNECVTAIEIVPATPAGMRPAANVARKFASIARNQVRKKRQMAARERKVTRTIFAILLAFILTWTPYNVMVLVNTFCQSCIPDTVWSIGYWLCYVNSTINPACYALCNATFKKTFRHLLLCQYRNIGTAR
CHO parental Ca: ATP-evoked calcium signal inhibitors, parental CHO, primary screen, counter-screen for OX1R antagonist project, cell-based, fluorescence, Fluo-8 calcium dye; inhibition, % at 5.6 µM; AID 463079, 2010; 330,000 compounds, 0.63% hits; parental CHO-K1, ATP-induced calcium, Fluo-8 fluorescence;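 active = inhibition above that plate's mean sample inhibition plus 3 SD, cut at about 26% in these data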;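 also: 0% = ATP-challenged DMSO wells and 100% = DMSO wells without ATP; some compounds past the cut are filed as inactive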
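Material: Parental CHO cells | Reagent: ATP | Compound dosing: Single nominal dose of 5.6 µM per compound | Detection: Intracellular calcium via Fluo-8 no-wash fluorescent dye | Read-out: % inhibition of ATP-induced calcium mobilization | Benchmarks: Low control ATP plus DMSO, high control DMSO only | Replicates: Singlicate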
CHO-K1 Ca antag: nonselective inhibitor or artifact in parental CHO-K1 cells. ATP-induced calcium, Fluo-8 fluorescence. inhibition, % at 3 µM. 360,000 compounds, 0.6% hits;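 active = inhibition above a per-plate cutoff, the plate's mean sample inhibition plus 3 SD, cut at about 24% in these data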;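 also: 0% = DMSO plus EC80 ATP and 100% = DMSO alone without ATP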
M1 ag parental: counter-screen for M1 agonists: effect in parental CHO-K1 cells. activation, % at 3 µM. 360,000 compounds, 0.48% hits. Fluo-8 calcium fluorescence; scaled to maximal ATP response, vehicle zero. AID 602248, 2012; in the data active = activation above about 15%;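 also: untransfected CHO-K1 host cells lacking M1 receptor as counterscreen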
M4 ag: human M4 muscarinic receptor agonists, primary screen, CHO-K1 cells, Fluo-8 calcium fluorescence. Muscarinic acetylcholine receptor M4 (Homo sapiens), P08173. CHO-K1 hM4/Gqi5; vehicle 0%, full acetylcholine response 100%. activation, % at 3 µM. 360,000 compounds, 0.14% hits. AID 624127, 2012;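 active = activation above the run mean over all test wells plus 3 SD, cut at about 32% in these data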;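 also: peak over basal fluorescence ratio per well then scaled between controls; 0% = DMSO wells and 100% = acetylcholine at EC100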
M1 antag: human M1 muscarinic receptor antagonists, primary screen, CHO-K1 cells, Fluo-8 calcium fluorescence, 1536-well. Muscarinic acetylcholine receptor M1 (Homo sapiens), P11229. CHO-K1 hM1, ACh EC80 antagonist. inhibition, % at 3 µM. 360,000 compounds, 1.3% hits;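 active = percent inhibition above its own plate's cutoff, namely the mean of that plate's compound wells plus 3 SD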;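 also: peak over basal fluorescence ratio during 140 s after agonist addition; 0% = ACh EC80 plus DMSO and 100% = DMSO alone without agonist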
OXTR potentiator: human OXTR potentiators, primary screen, fluorescence, CHO-OTR cells, Fluo-8 calcium; Fluo-8 calcium fluorescence, potentiator mode; 0% = oxytocin EC15, 100% = EC100; activation, % at 3 µM; 320,000 compounds, 0.061% hits;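 active = activation above that plate's cutoff, the mean activation of tested compounds plus 3 SD, cut at about 6.6% in these data, passing the limit was not always enough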;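 also: 100% uses oxytocin at 75 nM as the full agonist control; some results filed as inactive read as strong as hits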
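System: human OTR in CHO cells / Also added: sub-maximal oxytocin, roughly EC15 / Control set: EC15 oxytocin low, 75 nM oxytocin high / Schedule: 6 min compound pre-incubation at room temperature, 100 s kinetic read / Compound: single-point 3.0 µM / Replication: singlicate / Technique: Fluo-8 calcium dye fluorescence / Read-out basis: % activation of max/min ratio relative to oxytocin controls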
M1 ag: human M1 muscarinic receptor agonists, primary screen, Fluo-8 calcium fluorescence, CHO-K1 cells, HTS; CHO-K1 hM1, agonist mode; 0% DMSO, 100% acetylcholine EC100; activation, % at 3 µM; 360,000 compounds, 0.33% hits; AID 588814, 2011;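 active = activation above the run's mean compound activation plus 3 SD, cut at about 16% in these data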;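 also: peak over basal fluorescence ratio within a 140 s kinetic read after compound addition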
Active calls of the source: *. Rows are unselected, and some 2.9% of all compounds hit somewhere here.

Results for COc1cccc(-c2nc(CS(=O)(=O)CC(=O)NCCc3ccccc3)c(C)o2)c1 ?
M1 PAM: 9.6; CHRM4 antagonist: -13.9; CHO parental Ca: -28.7; CHO-K1 Ca antag: -14.9; M1 ag parental: 4.5; M4 ag: 1.8; M1 antag: -12.0; OXTR potentiator: -3.6; M1 ag: -0.1

Results for O=C1CCCC(=O)C1C(c1ccc(Cl)cc1)C1C(=O)CCCC1=O ?
M1 PAM: 9.4; CHRM4 antagonist: -5.8; CHO parental Ca: -8.5; CHO-K1 Ca antag: -2.4; M1 ag parental: -0.4; M4 ag: 0.1; M1 antag: -1.5; OXTR potentiator: -3.1; M1 ag: -1.6

How did c1ccc(-c2nc(NCCCn3ccnc3)c3ccccc3n2)cc1 do in these assays?
M1 PAM: 2.0; CHRM4 antagonist: -15.9; CHO parental Ca: -5.5; CHO-K1 Ca antag: -21.8; M1 ag parental: 3.9; M4 ag: 16.0; M1 antag: -6.4; OXTR potentiator: -5.1; M1 ag: -6.6

How did CC(=O)N1CCc2cc(S(=O)(=O)NCCCN3CCC(C)CC3)ccc21 do in these assays?
M1 PAM: -2.7; CHRM4 antagonist: -4.6; CHO parental Ca: -20.2; CHO-K1 Ca antag: -6.6; M1 ag parental: 0.2; M4 ag: 0.2; M1 antag: 6.0; OXTR potentiator: -9.8; M1 ag: -5.1

How did Cc1nc2scc(C)n2c(=O)c1S(=O)(=O)N1CCN(c2ccccc2)CC1 do in these assays?
M1 PAM: 5.5; CHRM4 antagonist: -3.0; CHO parental Ca: -13.0; CHO-K1 Ca antag: -9.9; M1 ag parental: 5.2; M4 ag: 4.5; M1 antag: -4.9; OXTR potentiator: -7.7; M1 ag: -2.4

Results for COc1ccc2ccc(OC)c(/C=N/NC(=O)c3cc4ccccc4o3)c2c1 ?
M1 PAM: -2.4; CHRM4 antagonist: -12.8; CHO-K1 Ca antag: -16.9; M1 ag parental: 1.2; M4 ag: 3.0; M1 antag: -9.4; M1 ag: -7.2

How did Cc1cc(NS(=O)(=O)c2ccc(NC(=O)CCN3C(=O)c4ccccc4C3=O)cc2)no1 do in these assays?
M1 PAM: 9.3; CHRM4 antagonist: 5.8; CHO parental Ca: -5.8; CHO-K1 Ca antag: -1.5; M1 ag parental: 4.6; M4 ag: 1.3; M1 antag: -7.4; OXTR potentiator: -4.5; M1 ag: -4.9

What do the screens show for `Cc1ccc(C2=[N+]([O-])C(C)(C)N(O)C2(C)C)cc1`?
M1 PAM: 8.9; CHRM4 antagonist: 5.1; CHO parental Ca: -4.7; CHO-K1 Ca antag: 16.1; M1 ag parental: -0.2; M4 ag: 0.3; M1 antag: -8.4; OXTR potentiator: -3.4; M1 ag: -0.1

How did C=C(C)C1CC=C(C)/C(=N/NC(=O)c2ccoc2C)C1 (stereo unspecified) do in these assays?
M1 PAM: 9.8; CHRM4 antagonist: 4.0; CHO parental Ca: -9.0; CHO-K1 Ca antag: -7.5; M1 ag parental: 0.3; M4 ag: 1.3; M1 antag: -5.5; OXTR potentiator: -5.3; M1 ag: -8.9

Results for O=c1cc(-c2ccc(O)cc2)oc2c(C3O[C@H](CO)[C@@H](O)[C@H](O)[C@H]3O)c(O)cc(O)c12 (stereo partly specified) ?
M1 PAM: 5.6; CHRM4 antagonist: -8.8; CHO parental Ca: 4.6; CHO-K1 Ca antag: 9.2; M1 ag parental: 0.5; M4 ag: 1.0; M1 antag: -35.7; OXTR potentiator: -3.8; M1 ag: -1.3

What do the screens show for `COc1ccc2nc(N3CCCC(O)C3)c(C#N)cc2c1` (stereo unspecified)?
M1 PAM: 0.3; CHRM4 antagonist: -1.2; CHO parental Ca: -3.2; CHO-K1 Ca antag: -13.1; M1 ag parental: 1.5; M4 ag: 2.7; M1 antag: -15.3; OXTR potentiator: -5.8; M1 ag: -2.1

How did O=C(O)c1ccc2c(=O)n3c(nc2c1)/C(=C/c1ccccc1OC(F)F)CC3 do in these assays?
M1 PAM: 5.2; CHRM4 antagonist: -9.8; CHO parental Ca: -2.4; CHO-K1 Ca antag: -7.8; M1 ag parental: 1.4; M4 ag: 1.1; M1 antag: -5.5; OXTR potentiator: -3.3; M1 ag: -3.2

What do the screens show for `CC1=C(C(=O)Nc2ccccc2)C(c2ccco2)C(C#N)=C(SCC(=O)OC(C)C)N1` (stereo unspecified)?
M1 PAM: -9.8; CHRM4 antagonist: 25.5; CHO parental Ca: -3.7; CHO-K1 Ca antag: 14.0; M1 ag parental: 4.2; M4 ag: 12.3; M1 antag: 32.6*; OXTR potentiator: -2.8; M1 ag: -1.0

How did CCCCC(=O)Oc1cc(C)[nH]c(=O)c1[N+](=O)[O-] do in these assays?
M1 PAM: 1.8; CHRM4 antagonist: -4.2; CHO parental Ca: -0.9; CHO-K1 Ca antag: 3.5; M1 ag parental: -0.2; M4 ag: 0.0; M1 antag: -3.9; OXTR potentiator: 4.7; M1 ag: -4.8

What do the screens show for `CCc1nnc(NC(=O)c2ccc(S(=O)(=O)N3CCCCC3C)cc2)s1` (stereo unspecified)?
M1 PAM: -4.9; CHRM4 antagonist: 2.6; CHO parental Ca: -1.3; CHO-K1 Ca antag: -6.5; M1 ag parental: 0.3; M4 ag: 1.3; M1 antag: 10.7; OXTR potentiator: -4.9; M1 ag: 0.1

Results for Cc1ccc(C2/C(=C(/O)c3ccc(OC(C)C)cc3)C(=O)C(=O)N2CCN2CCOCC2)cc1 (stereo unspecified) ?
M1 PAM: 8.3; CHRM4 antagonist: 1.9; CHO parental Ca: -6.1; CHO-K1 Ca antag: -10.7; M1 ag parental: -0.2; M4 ag: 0.7; M1 antag: -24.1; OXTR potentiator: -4.4; M1 ag: -0.1

Results for COc1ccc(S(=O)(=O)Nc2cccc3c2O[C@H](CN(C)C(=O)Nc2ccc(C(F)(F)F)cc2)[C@@H](C)CN([C@H](C)CO)C3=O)cc1 ?
M1 PAM: 3.8; CHRM4 antagonist: -14.0; CHO parental Ca: -22.2; CHO-K1 Ca antag: -20.4; M1 ag parental: 0.2; M4 ag: 5.4; M1 antag: -13.4; OXTR potentiator: -0.1; M1 ag: -7.6

How did COc1cccc(C2=NOC(C(=O)N3CCc4ccccc4C3)C2)c1 (stereo unspecified) do in these assays?
M1 PAM: 4.0; CHRM4 antagonist: -4.1; CHO parental Ca: -10.8; CHO-K1 Ca antag: -2.6; M1 ag parental: 0.8; M4 ag: 1.2; M1 antag: -8.8; OXTR potentiator: -8.5; M1 ag: -9.6

How did CCOC(=O)C1CCCN(C(=O)C2CCCN(S(C)(=O)=O)C2)C1 (stereo unspecified) do in these assays?
M1 PAM: 9.2; CHRM4 antagonist: 4.3; CHO parental Ca: -5.9; CHO-K1 Ca antag: -9.7; M1 ag parental: 0.6; M4 ag: 1.4; M1 antag: -20.3; OXTR potentiator: -3.5; M1 ag: 1.4

How did Cc1[nH]c2ccccc2c1C(=O)C(=O)NCc1ccncc1 do in these assays?
M1 PAM: 9.7; CHRM4 antagonist: -5.2; CHO parental Ca: -4.7; CHO-K1 Ca antag: -5.9; M1 ag parental: 1.4; M4 ag: 0.6; M1 antag: -17.7; OXTR potentiator: -6.5; M1 ag: -3.7

What do the screens show for `Cc1ccc(C(=O)N2CCC3CC2c2cc(-c4ccc5c(c4)OCO5)ccc23)cc1` (stereo unspecified)?
M1 PAM: -9.6; CHRM4 antagonist: 9.8; CHO-K1 Ca antag: -12.1; M1 ag parental: 0.5; M4 ag: -1.5; M1 antag: 9.5; M1 ag: -5.9

How did CN(C)CCN(C(=O)c1cccc(N2C(=O)CCC2=O)c1)c1nc2ccc(Br)cc2s1 do in these assays?
M1 PAM: -7.6; CHRM4 antagonist: -4.1; CHO parental Ca: -12.6; CHO-K1 Ca antag: -3.5; M1 ag parental: 3.8; M4 ag: 3.3; M1 antag: -4.8; OXTR potentiator: -2.9; M1 ag: -5.0

How did Brc1ccc(CSc2nnc(Cc3c[nH]c4ccccc34)o2)cc1 do in these assays?
M1 PAM: -0.7; CHRM4 antagonist: -9.9; CHO parental Ca: -6.2; CHO-K1 Ca antag: 0.9; M1 ag parental: -0.5; M4 ag: 0.1; M1 antag: 0.3; OXTR potentiator: -10.4; M1 ag: -4.8

How did O=C(Cn1cnc2c(oc3ccccc32)c1=O)NCCc1ccccc1 do in these assays?
M1 PAM: 8.7; CHRM4 antagonist: -8.7; CHO parental Ca: -23.2; CHO-K1 Ca antag: -18.1; M1 ag parental: 0.8; M4 ag: 2.6; M1 antag: -7.8; OXTR potentiator: -4.6; M1 ag: -6.3

How did Cc1nn(C(=O)C(C)N2C(=O)c3ccccc3C2=O)c(C)c1Br (stereo unspecified) do in these assays?
M1 PAM: 4.9; CHRM4 antagonist: 1.2; CHO-K1 Ca antag: 4.7; M1 ag parental: -0.2; M4 ag: -1.5; M1 antag: 1.6; M1 ag: -2.5

Results for NNC(=O)CSc1c(-c2cccs2)[nH]c2ccccc12 ?
M1 PAM: 3.2; CHRM4 antagonist: 7.9; CHO parental Ca: -14.9; CHO-K1 Ca antag: 13.6; M1 ag parental: -0.1; M4 ag: 0.4; M1 antag: -7.3; OXTR potentiator: -9.4; M1 ag: -5.5

Results for O=C(NCCN1CCN(C(=O)c2cccs2)CC1)C(=O)Nc1ccc(Br)cc1 ?
M1 PAM: -1.2; CHRM4 antagonist: -1.4; CHO parental Ca: -13.9; CHO-K1 Ca antag: -15.1; M1 ag parental: 0.6; M4 ag: 6.2; M1 antag: -4.2; OXTR potentiator: -19.4; M1 ag: -3.6

Results for O=C(Nc1c(F)cc(F)cc1Br)c1cc2nc(C(F)F)cc(C(F)F)n2n1 ?
M1 PAM: -10.5; CHRM4 antagonist: 4.6; CHO parental Ca: -13.5; CHO-K1 Ca antag: -15.2; M1 ag parental: 0.7; M4 ag: 0.7; M1 antag: -4.3; OXTR potentiator: -3.8; M1 ag: -3.1

What do the screens show for `CC(=O)Nc1ccc(S(=O)(=O)NCC(=O)OCC(=O)NNC(=O)c2ccccc2)cc1`?
M1 PAM: -8.8; CHRM4 antagonist: 6.2; CHO parental Ca: 3.7; CHO-K1 Ca antag: 2.4; M1 ag parental: 0.6; M4 ag: -0.7; M1 antag: 15.5; OXTR potentiator: 2.0; M1 ag: -2.6
